Screening results from PubChem.
Lipid droplet: inhibitors of hepatocyte lipid droplet formation, primary screen, imaging, high-throughput imaging, BODIPY stain; AML12 mouse hepatocytes, oleate lipid droplets; inhibition, % at 6.5 µM; actives 0.4% (n = 240,000); AID 1656, 2009;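 active = lipid droplet intensity inhibited by at least 50%, with more than 500 cells counted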
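Assay system: AML12 hepatocytes (mouse) / Also added: 100 µM oleic acid challenge / Times: overnight treatment with compound plus oleate / Detection: high-content imaging of BODIPY-stained droplets and DAPI nuclei / Evaluation: % inhibition of lipid droplet signal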
MT stabilize HCS: microtubule stabilizers in HeLa cells, primary screen, imaging, high-content imaging | HeLa tubulin immunostaining HCS, 24 h; share of cells brighter than vehicle mean+2SD | % tubulin-high responders, % at 10 µM | actives 0.83% (n = 200,000) | AID 2205, 2009;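 active = plate Z-score above 3 for both tubulin-high and condensed-nucleus cell shares, with cell loss under 80%, at 10 µM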;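 note: anti alpha tubulin signal scored within the nucleus-defined area of each cell; some results filed as inactive read as strong as hits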
Autophagy HCS: autophagy modulators in MEF cells, primary screen, imaging, high-content, MEF GFP-LC3. AID 463193, 2010. calls only at 10 µM (by protocol). actives 0.98% (n = 190,000). MEF GFP-LC3 puncta imaging; test concentration mostly 10 µM;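 active = percentage of spot-positive cells more than 3 SD above its plate mean, without a fluorescence outlier flag or 80% toxicity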;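 note: spot-positive cell cutoff set from DMSO-treated cells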
CSM14.1 death rescue: rescue of cells from ER stress-induced death, primary screen, 384-well, CSM14.1, thapsigargin, ATP luminescence (AID 1222); CSM14.1 thapsigargin-induced death rescue, ATP luminescence; higher % means a stronger effect; cellular ATP content (survival), % at 20 µM; hits with a dose series show EC50 in µM; 190,000 tested, under 10 active;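 active = EC50 below 50 µM in the dose-response confirmation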;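 note: death triggered by thapsigargin at about 15 µM added after 2 h compound pretreatment; cell ATP read after overnight thapsigargin exposure of roughly 18 to 22 hours; normalized against plate controls of thapsigargin alone and 5% DMSO vehicle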
Insulin prom up: insulin promoter activators in MIN6 cells, imaging, high-content screening, mouse beta cells; z-score at 5 µM; MIN6 insulin promoter-GFP reporter; active compounds read high; actives 0.3% (n = 190,000); AID 1625, 2009;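 active = z-score above 3 at 5 µM with at least 500 cells counted in the well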
M17LAP inhibition: P. falciparum M17LAP inhibitors, primary screen, biochemical, fluorogenic H-Leu-NHMec substrate, 1536-well (AID 1619) | inhibition, % at 30 µM; hits with a dose series show IC50 in µM | actives 0.38% (n = 220,000) | recombinant M17LAP, H-Leu-NHMec fluorogenic kinetic assay; higher % means a stronger effect;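 active = compound inhibiting the enzyme by more than half at any dose during confirmatory dose-response retesting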;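 note: plate controls were full reaction with DMSO carrier for no effect and no enzyme background for full effect; strong numbers were not always called active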
P. falciparum M1AAP: P. falciparum M1AAP inhibitors, biochemical, fluorogenic H-Leu-NHMec substrate, 1536-well (AID 1445). Aminopeptidase N (Plasmodium falciparum (isolate 3D7)). recombinant M1AAP, H-Leu-NHMec fluorogenic kinetic assay; higher % means a stronger effect. inhibition, % at 30 µM; hits with a dose series show IC50 in µM. actives 0.42% (n = 220,000);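 active = primary inhibition above the hit cutoff, then over 50% inhibition at one or more dose response concentrations, cut at about 23% in these data, passing the limit was not always enough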;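 note: plate controls were DMSO full reaction for no effect and no enzyme background for full effect; strong numbers were not always called active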
Dynein transport: inhibitors of GR-EGFP nuclear translocation, primary screen, dynein cargo transport inhibitor project, imaging, high-content, 3617.4 mouse cells | test concentration mostly 20 µM; stimulated with dexamethasone, 1 µM; active compounds read low | z-score, hits read low | actives 0.47% (n = 220,000);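 active = plate z-score of nuclear minus cytoplasmic receptor signal below a set negative limit, without overly bright fluorescence or cell loss, cut at about -3.5 in these data, passing the limit was not always enough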;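 note: z-score of nuclear minus cytoplasmic ring GR-EGFP intensity difference per well; some compounds called inactive have numbers as strong as hits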
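Buffer or medium: tet-free, stripped-serum medium; Also added: dexamethasone, 1.0 µM final; Technique: high-content fluorescence imaging after fixation; Times: 48 h induction, 1 h compound, 30 min dex at 37 °C; Read-out: per-cell GR-EGFP intensity, nucleus versus surrounding cytoplasmic ring, well-averaged.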
Yfh1-off respiration: enhancers of respiration in Yfh1-depleted yeast, dose response, Friedreich's ataxia, plus single-dose screen (AID 1465) | S. cerevisiae Yfh1-off respiration, WST-1 reduction, 72 h; higher fold induction means a stronger effect | fold induction at 50 µM; hits with a dose series show EC50 in µM | actives 0.074% (n = 220,000);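 active = fold induction of absorbance versus untreated yeast above a set limit, then at least 30% activation at any dose in follow-up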;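 note: activators that raise dye reduction in frataxin-depleted yeast; strong numbers were not always called active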
Dynein transport cytoplasmic EGFP: further read-out of Dynein transport, marked with its call; z-score; measured here: cytoplasmic GR-EGFP intensity; active compounds read high
Dynein transport nuclear GR-EGFP: further read-out of Dynein transport, marked with its call; z-score; measured here: nuclear GR-EGFP intensity;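 lower value marks the stronger effect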
Dynein transport cell count: recorded beside Dynein transport, whose call it bears; z-score; measured here: cell count per field
Insulin prom up cell count: recorded beside Insulin prom up, whose call it bears; cell count; measured here: cytotoxicity, nuclei count;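 total cells summed across four imaged fields per well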
Lipid droplet cells 6.5 µM: further read-out of Lipid droplet, marked with its call; cell count; measured here: cell count, cytotoxicity flag;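 cells counted across two imaged fields per well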
MT stabilize HCS Hoechst-high %: further read-out of MT stabilize HCS, marked with its call; % Hoechst-high responders; measured here: nuclear condensation Hoechst responders;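 share of cells brighter than vehicle mean plus two SD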
MT stabilize HCS cytotoxicity %: further read-out of MT stabilize HCS, marked with its call; toxicity, %; measured here: cytotoxicity by cell density;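 0% = mean cell density of plate MIN control wells and 100% = no cells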
Autophagy HCS cell loss 18 h: further read-out of Autophagy HCS, marked with its call; toxicity, %; measured here: cell loss, nuclei count;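 cell loss after 18 h compound exposure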
Numbers without * were called inactive; i = inactive; / = not tested or not shown; + = active, no number.

Every second line gives: Lipid droplet, Lipid droplet cells 6.5 µM, MT stabilize HCS, MT stabilize HCS Hoechst-high %, MT stabilize HCS cytotoxicity %, Autophagy HCS, Autophagy HCS cell loss 18 h, CSM14.1 death rescue, Insulin prom up, Insulin prom up cell count, M17LAP inhibition, P. falciparum M1AAP, Dynein transport, Dynein transport cytoplasmic EGFP, Dynein transport nuclear GR-EGFP, Dynein transport cell count, Yfh1-off respiration
#1 O=C(NCC1CCCN(Cc2ccc3nonc3c2)C1)c1ccc(F)cc1 (centres undefined)
    -12.2, 672, 3.9, 1.3, 4.2, i, 11.7, 0.9%, 0.54, 1558, 5.4%, 2.1%, -1.12, -0.248, -0.618, 0.69, i
#2 Fc1ccc(/C=N/NC(=S)Nc2ccc(Cl)cc2Cl)cc1
    -6.3, 671, /, /, /, /, /, /, 0.56, 764, 2.1%, 15.7%, -0.0174, -0.238, 0.893, -0.831, i
#3 Cc1ccc(C(=O)COC(=O)CNC(=O)C(c2ccccc2)c2ccccc2)cc1[N+](=O)[O-]
    /, /, 2.5, 1.5, 7.2, i, -34.6, -1.0%, /, /, 13.9%, 14.9%, -0.385, -0.201, 0.104, 1.04, i
#4 O=C(CC1(c2ccc(Cl)cc2)C2CC3CC(C2)CC1C3)NCCO (centres undefined)
    22.5, 679, 29.9, 11.3, 25.8, i, -6.8, 1.3%, -0.25, 1436, -0.1%, 3.2%, 0.463, -0.199, 0.233, -0.758, i
#5 S=C(Nc1ccc2[nH]ccc2c1)NC1CCCCC1
    -11.3, 660, /, /, /, /, /, /, -0.65, 1425, 1.9%, 2.6%, -1.36, -0.262, -0.809, 1.94, i
#6 CCN(CC)c1cc(C)c2cc(NC(=O)c3ccc(Br)o3)ccc2n1
    /, /, 3.5, 2.4, 0.2, i, -4.2, -0.1%, -0.3, 1505, 7.0%, 8.2%, -1.11, -0.0669, -0.416, 0.428, i
#7 O=C(CN1CCCCC1)Nc1ccc(Br)cc1[N+](=O)[O-]
    0.8, 687, 3.5, 1.6, 10.2, i, 17.3, -0.1%, 1.01, 1657, 2.3%, -1.1%, 0.233, -0.263, 0.294, -0.432, i
#8 NC(=O)C(CC(=O)O)NC(=O)[C@@H]1CCCNc2c(I)cc([N+](=O)[O-])cc2C(=O)N[C@@H](CO)C(=O)N[C@@H](Cc2ccc(O)cc2)C(=O)N1 (some centres undefined)
    5.2, 766, 2.3, 1.7, 6.2, i, 10.1, -3.0%, 0.09, 987, 48.4%, 13.1%, -0.0383, -0.218, 0.285, 0.925, i
#9 Cn1c(=O)c2c(nc(NCc3ccco3)n2CC(O)COc2ccccc2)n(C)c1=O (centres undefined)
    /, /, 3.2, 3.8, 4.4, i, 3.9, -0.1%, -0.61, 793, 2.2%, 3.9%, -0.866, -0.126, -0.268, 0.474, /
#10 COc1cc2c(cc1NC(=O)Nc1ccc(F)cc1)oc1ccccc12
    -0.1, 598, 3.0, 3.4, 8.3, i, -42.8, 18.8%, /, /, 4.2%, 2.9%, -0.0255, -0.213, 1.07, 0.107, i
#11 Cc1ccsc1/C=C(\C#N)C(=O)NCc1cccnc1
    20.6, 623, 3.5, 1.6, 7.1, i, -9.0, -2.0%, -0.88, 1344, 11.6%, 11.8%, -0.175, -0.183, -0.0901, 0.656, i
#12 Cc1ccc(N=C(NOC(=O)c2ccccc2)c2nonc2N)c(C)c1
    /, /, 2.7, 1.9, 5.3, i, 6.3, -2.5%, -0.19, 1500, 2.7%, -4.3%, 0.594, -0.231, 1.15, 0.0391, i
#13 COc1cccc(NC(=O)CN2C(=O)C3(OCCCO3)c3ccccc32)c1
    /, /, 2.4, 2.0, 10.5, i, -12.1, -0.1%, 0.45, 1321, 0.3%, 4.0%, -0.95, -0.207, -0.344, 0.698, i
#14 CC1(C)N([O-])C(c2cccs2)=C[N+]1=O
    /, /, 4.3, 1.3, 4.3, i, 12.9, -2.2%, 0.22, 1244, 22.7µM*, 1.9%, -0.722, -0.274, -0.0393, -0.148, i
#15 C/C(CCc1ccc2c(c1)OCO2)=N\NC(=O)c1ccccc1Br
    3.9, 712, 3.2, 1.6, 3.2, i, 14.9, -0.8%, -0.04, 1018, 23.5%, 1.8%, 1.12, -0.211, 0.158, 0.0106, i
#16 CCN1CCN(c2nc3ccccc3nc2C(C#N)C(=O)OCc2ccccc2)CC1 (centres undefined)
    /, /, 1.4, 1.2, 7.1, i, -4.4, 0.0%, -1.84, 1005, -2.0%, 1.1%, -0.78, 0.559, -0.25, 0.65, i
#17 COc1cc2c(C#N)c(N3CCN(c4ccccc4OC)CC3)nc(N)c2c(N)n1
    -3.1, 683, 2.7, 2.5, 4.7, i, 11.0, -4.4%, 0.12, 1716, -0.8%, -0.8%, -0.382, -0.0328, 0.0791, -1.49, i
#18 CCN(CC(=O)NCc1ccc(F)cc1)Cc1nc2ccccc2c(=O)[nH]1
    /, /, 3.8, 2.4, 3.0, i, 10.4, -1.8%, -0.18, 1261, 15.8%, 13.8%, 4.69, -0.0984, 2.12, -2.18, i
#19 Cc1oc2c(C)c(O)ccc2c(=O)c1N1C(=O)c2ccccc2C1=O
    8.7, 588, 3.1, 4.0, 8.4, i, -0.6, -1.2%, 0.33, 1319, -4.0%, 6.2%, 0.42, -0.228, 0.212, -0.654, i
#20 O=C(Cc1n[nH]c(=O)c2ccccc12)N1CCN(c2ccc(F)cc2)CC1
    0.6, 725, 2.8, 3.5, 13.0, i, 10.0, 2.7%, -0.66, 1580, -5.3%, -1.5%, 2.3, -0.209, 1.47, -0.816, i
#21 Cc1c(NC(=O)c2cc(C3CC3)on2)c(=O)n(-c2ccccc2)n1C
    /, /, 6.4, 2.6, 4.0, +, -18.4*, -0.3%, -0.28, 968, 2.6%, 4.1%, -0.602, -0.211, -0.334, 0.066, i
#22 COc1ccc(S(=O)(=O)N2CCCCCC2)cc1Br
    -0.2, 695, /, /, /, i, -9.2, -1.1%, -0.31, 1536, -5.7%, 0.6%, -0.374, -0.277, 0.112, 0.14, i
#23 Cc1cccc(C)c1NC(=O)C1(N(Cc2ccco2)C(=O)c2ccccn2)CCCC1
    -15.1, 704, 4.0, 2.9, 5.0, i, -4.6, 0.3%, 0.12, 1285, 19.6%, 11.0%, -0.0353, -0.158, 0.025, 0.104, i
#24 O=C(CN1CCN(S(=O)(=O)c2ccccc2)CC1)Nc1ccc([N+](=O)[O-])cc1
    -1.2, 624, 2.8, 2.9, 8.8, i, 4.1, -1.0%, 0.18, 1359, 7.3%, -0.3%, -1.18, 0.0125, -0.721, 0.255, i
#25 CCCC(=O)N(c1ccc(OCC)cc1)C1C=CS(=O)(=O)C1 (centres undefined)
    -1.7, 738, 4.3, 2.6, 9.4, i, -1.7, 1.9%, -0.87, 1289, -3.1%, 4.7%, -0.983, -0.165, -0.169, 0.372, i
#26 Cc1noc(/C=C/N(C)C)c1S(=O)(=O)N1CCCC(C(=O)NCc2ccccc2Cl)C1 (centres undefined)
    -2.1, 669, 6.9, 2.6, 6.0, i, -3.6, -2.0%, 0.3, 2029, -7.5%, 11.1%, -0.846, -0.155, -0.194, 0.54, /
#27 Cc1nnc(SCC(=O)c2ccc([N+](=O)[O-])cc2)s1
    -9.3, 626, 5.3, 1.9, 2.8, i, -6.0, -1.7%, /, /, 16.1%, -1.9%, -0.454, -0.326, -0.255, 1.14, i
#28 C/C(=N\NC(=O)c1ccc(Cn2cc([N+](=O)[O-])cn2)o1)c1cccc(NC(=O)C(C)C)c1
    3.3, 730, 5.0, 3.3, 3.6, i, 3.3, -2.0%, -0.21, 1194, 15.7%, 6.6%, -0.182, -0.309, 0.00278, -0.245, i
#29 CN(C)CCCNCCCNC(=O)c1ccco1
    18.9, 771, 5.3, 3.8, 6.8, i, 3.4, -2.2%, -0.88, 1300, 10.0%, 1.2%, -0.431, -0.307, 0.0907, 0.422, i
#30 c1ccc(-c2cc3c(nn2)CCc2nonc2-3)cc1
    17.7, 705, 2.9, 2.1, 1.1, i, -1.7, /, 0.08, 1145, -11.0%, -9.1%, 1.01, -0.0402, 0.685, 1.4, i
#31 CCCn1c(NC(=O)c2ccccc2)nc2ccccc21
    1.3, 813, 2.0, 1.2, 7.2, i, -2.5, 1.3%, 0.11, 1197, -4.4%, -8.7%, 2.83, -0.0931, 1.63, -2.05, i
